# Screens as filed in PubChem.
# MEKK3 PB1 HTS: modulators (inhibitors or enhancers) of MEK5 binding to human MEKK3 PB1 domain | Q99759 | bead-based flow cytometry, Alexa488-MEK5 binding to MEKK3; actives lie on both sides; 0 = blocked by unlabeled MEK5, 100 = vehicle | 290,000 tested, 1.4% active | binding response (% of control), % at 10 µM;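 active means binding response more than 3 SD above or below the average of its plate-row segment, actives on both sides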;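 further: Alexa488 bead fluorescence after subtracting the streptavidin-only scavenger bead signal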
# Target sequence (Q99759 whole entry, looked up, the tested form may be a part): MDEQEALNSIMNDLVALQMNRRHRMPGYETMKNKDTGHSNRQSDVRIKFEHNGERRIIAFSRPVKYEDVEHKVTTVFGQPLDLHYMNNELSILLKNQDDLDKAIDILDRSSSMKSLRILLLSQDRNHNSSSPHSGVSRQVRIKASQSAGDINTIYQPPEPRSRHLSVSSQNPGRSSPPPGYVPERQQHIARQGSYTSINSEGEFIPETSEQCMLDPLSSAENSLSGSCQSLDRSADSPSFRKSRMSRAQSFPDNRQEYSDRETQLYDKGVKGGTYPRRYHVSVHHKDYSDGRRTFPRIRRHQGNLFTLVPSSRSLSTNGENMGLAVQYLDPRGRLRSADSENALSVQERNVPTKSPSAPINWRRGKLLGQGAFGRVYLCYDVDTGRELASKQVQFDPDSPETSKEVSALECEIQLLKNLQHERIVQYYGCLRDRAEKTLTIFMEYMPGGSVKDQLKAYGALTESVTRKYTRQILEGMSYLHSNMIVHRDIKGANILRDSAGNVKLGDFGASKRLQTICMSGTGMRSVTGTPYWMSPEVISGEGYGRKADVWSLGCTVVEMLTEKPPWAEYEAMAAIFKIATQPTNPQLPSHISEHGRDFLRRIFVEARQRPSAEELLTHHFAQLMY
# GalR3 antag: human GalR3 antagonism; O60755; HEK293 GalR3-CNG cAMP membrane potential fluorescence; galR3 body fused to GalR1 C-terminus; inhibition, % at 3 µM; 360,000 tested, 0.44% active; AID 651719;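 active means inhibition above the screen-wide average plus 3 SD, cut at about 13% in these data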;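 further: forskolin and galanin both at EC90 stimulate the cells; cAMP rise reported by CNG channel membrane potential dye signal; 0% = forskolin plus galanin with DMSO and 100% = forskolin alone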
# MEKK2wt PB1 HTS: raises or lowers MEK5 binding to wildtype human MEKK2 PB1 domain. bead flow cytometry, Alexa488-MEK5 binding to MEKK2 WT; actives lie on both sides. binding response (% of control), % at 10 µM. 290,000 tested, 1.1% active. AID 1531; in the data active means binding response below about 67% or above about 130%
# V1R ag counter: V1a receptor agonism, counter-screen for OXTR agonists | P37288 | CHO-V1R cells, Fluo-8 calcium fluorescence, agonist mode; 0% DMSO, 100% 3 nM vasopressin | activation, % at 3 µM | 320,000 tested, 0.25% active | AID 2797;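 active means activation above the mean activation of all tested compounds plus 3 SD, per screening run, cut at about 20% in these data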;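 further: signal is peak over basal fluorescence ratio across a 100 second FLIPR read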
# PHOSPHO1 inh: PHOSPHO1 (human) inhibition; recombinant PHOSPHO1, absorbance phosphatase assay; inhibition, % at 13.3 µM; 290,000 tested, 1.1% active; in the data active means inhibition above about 60%
# Target sequence (Q8TCT1 whole entry, looked up): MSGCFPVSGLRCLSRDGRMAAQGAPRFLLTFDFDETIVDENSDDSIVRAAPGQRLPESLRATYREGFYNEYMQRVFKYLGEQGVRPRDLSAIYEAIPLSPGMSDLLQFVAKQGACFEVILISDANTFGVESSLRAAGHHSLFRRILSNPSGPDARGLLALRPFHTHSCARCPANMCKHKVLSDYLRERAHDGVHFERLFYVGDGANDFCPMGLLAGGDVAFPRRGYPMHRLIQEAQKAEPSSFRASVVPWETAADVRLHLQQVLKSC
# MEKK2 mut-MEK5: signal of MEK5 binding to mutant human MEKK2 PB1 domain; 290,000 tested, 0.35% active; percent response, % at 10 µM; AID 1530; bead flow cytometry, Alexa488-MEK5 binding to MEKK2 mutant; in the data active means percent response above about 24%, passing the limit was not always enough; further: inactives centre near 1; some results filed as inactive read as strong as hits; reference of the scale not given here
# GPR7 antagonist: blocks human GPR7 receptor signaling; inhibition, % at 4.4 µM; P48145; GPR7-expressing cells, fluorescence antagonist assay; 290,000 tested, 1.1% active; in the data active means inhibition above about 16%, passing the limit was not always enough;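 further: cells stimulated with the agonist NPW; 0% = agonist with vehicle and 100% = vehicle without agonist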
# NALP1 inh: blocks the NALP1 inflammasome reconstituted in yeast; 280,000 tested, 0.61% active; S. cerevisiae NALP1/ASC/caspase-1 growth, X-gal OD620, 72 h; inhibition, % at 10 µM; in the data active means inhibition mostly above about 24%, no sharp cut-off; inactive means mostly below about 32%; further: some compounds called inactive have numbers as strong as hits
# OXTR ag: human OXTR agonism; AID 2435; activation, % at 3 µM; CHO-OTR cells, Fluo-8 calcium fluorescence; normalized: DMSO 0%, oxytocin 100%; P30559; 320,000 tested, 0.32% active;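 active means activation above the mean of all tested compounds plus 3 SD, cutoff set per screening run, cut at about 20% in these data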;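 further: peak over basal fluorescence ratio from a 100 s FLIPR kinetic read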
# * hit, by the source's call; . = no result given; [ ] = remark or other dose.
SMILES,MEKK3 PB1 HTS,GalR3 antag,MEKK2wt PB1 HTS,V1R ag counter,PHOSPHO1 inh,MEKK2 mut-MEK5,GPR7 antagonist,NALP1 inh,OXTR ag
O=C(CN1CCN(Cc2ccccc2)CC1)Nc1ccc(F)c(F)c1,104,-4,105,.,29,5,3,14,.
COCCCNC(=O)CSc1nc2ccccc2c(=O)n1CCCC(=O)NCC1CCCO1 (configuration not stated),99,-5,101,1.4,24,1,2,1,0.8
CCSc1cc(N2CC(C)OC(C)C2)nc(-c2ccccc2Cl)n1 (configuration not stated),103,0,100,-0.6,6,3,-4,-17,-1.7
Cn1cc(Br)c(C(=O)n2cc(Br)cn2)n1,85,-2,77,0.0,45,-15,25,1,0.3
CCCc1cc(=O)oc2c3c(c4c(c12)OC(C)(C)C=C4)OC(C)C(C)C3O (configuration not stated),97,-6,95,-0.2,-28,-4,-12,-8,-1.6
O=[N+]([O-])c1ccc(CN2CCN(Cc3c[nH]c4ccccc34)CC2)cc1,87,-6,100,2.4,-6,3,15,6,5.3
O=C(CN1C(=O)CSc2ccccc21)N/N=C/c1ccco1,103,-6,108,0.4,37,7,-18,.,5.0
Cc1cc2ccccc2n1CCC(=O)O,101,-3,99,0.9,24,-1,-1,6,0.2
CN(C)S(=O)(=O)N1CCN(c2ccc([N+](=O)[O-])c(N3CCOCC3)c2)CC1,100,1,95,0.7,38,-6,-6,1,-0.3
Cc1ccccc1CN1CCN(S(=O)(=O)c2ccc(F)cc2)CC1,103,5,104,0.7,4,-3,2,-4,-2.1
Cc1c([N+](=O)[O-])c([N+](=O)[O-])nn1CC(=O)NCCc1ccccc1,105,-6,107,0.8,-21,0,0,21,0.9
CCCCNS(=O)(=O)c1ccc(NC(=O)c2cccs2)cc1,102,1,99,1.8,27,-1,-14,16,-0.1
CC(C)CC(=O)Nc1ccc2c3c(cccc13)CC2,98,-5,98,-0.5,-27,-1,-10,14,-1.9
COc1ccccc1OC1OC2COC(c3ccco3)OC2C(O)C1NC(C)=O (configuration not stated),99,4,100,0.1,6,-2,4,26,0.9
O=C(c1ccc(S(=O)(=O)Nc2ccc(F)cc2)cc1)N1CCN(C(=O)c2ccco2)CC1,95,-4,99,7.1,-4,0,11,24,6.5
O=C(Nc1nc2ccccc2[nH]1)c1ccc([N+](=O)[O-])cc1,102,-6,105,1.2,6,4,-5,8,-0.3
Cc1cccc(N(CC(=O)NC(C)C)C(=O)CCC(=O)Nc2nccs2)c1,104,-10,105,0.4,35,11,-12,6,-1.1
O=S(=O)(c1ccc(Cl)cc1)N1CCN(C(=S)NCC2CCCO2)CC1 (configuration not stated),100,1,101,3.8,29,2,1,1,0.9
Cc1nc(C(C)NC(=O)c2cc(COc3ccc(F)c(F)c3)on2)cs1 (configuration not stated),101,-7,98,9.4,28,-1,-4,15,8.2
COc1ccccc1NC(=O)/C(=C\c1cccnc1)NC(=O)c1ccccc1,104,-7,103,3.0,43,2,-8,28,1.0
Cc1cc(-c2ccc(S(=O)(=O)N3CCN(c4cccc(C)c4C)CC3)s2)on1,95,-3,92,-1.1,28,-7,29*,17,-0.6
CCCc1cc(=O)[nH]c(SCC(=O)c2cc(C)n(C3CC3)c2C)n1,101,-2,104,-0.8,15,6,-8,20,1.7
CCC(=O)N1CCc2cc(S(=O)(=O)N3CCN(C(=O)c4ccco4)CC3)ccc21,106,2,112,1.7,-7,9,0,22,1.6
Cc1ccc2[nH]c3c(c2c1)CCCC3NCCO (configuration not stated),101,-13,109,4.5,3,2,2,14,5.8
C=CCC(NCc1ccco1)c1ccc(OC)c(OC)c1 (configuration not stated),0.0*[inhibitor],-4,-1.0*[inhibitor],0.5,-16,-16,-3,0,1.1
# Next section
SMILES,MEKK3 PB1 HTS,GalR3 antag,MEKK2wt PB1 HTS,V1R ag counter,PHOSPHO1 inh,MEKK2 mut-MEK5,GPR7 antagonist,NALP1 inh,OXTR ag
Cc1ccc(S(=O)(=O)N2CCC(=O)N(C(COCc3ccc(C(F)(F)F)cc3)Cc3ccccc3)CC2)cc1 (configuration not stated),99,-9,95,3.5,-11,-7,16,24,-0.3
CCCCn1c(=O)[nH]c2ccccc21,105,3,109,-0.5,-7,5,-4,-2,0.2
O=C(NCc1ccccc1)C1=C[C@@H](c2csc3ccccc23)C[C@@H](OCCCCO)O1,97,-7,95,1.0,9,0,1,1,0.4
S=C(c1ccc(-c2cccc(Cl)c2)o1)N1CCOCC1,106,1,104,-2.0,6,1,0,18,-2.1
N#CC1(C#N)CC(C=O)=C(N)C1(C#N)CC(=O)C12CC3CC(CC(C3)C1)C2 (configuration not stated),98,5,98,2.0,-15,-2,-12,60,2.9
CCOc1ccccc1OCCCC(=O)N(C)CC(=O)Nc1cc(C)ccc1C,99,-4,100,0.2,24,0,3,-13,-0.4
Cc1ccc(-n2nc3c(N4CCC(C(=O)N5CCCCCC5)CC4)nnc(C)c3c2C)cc1,101,.,101,-1.0,41,0,16,20,-2.9
CCCCOP(=O)(c1ccc(N(C)C)cc1)C(O)c1ccc(C(C)C)cc1 (configuration not stated),99,-11,100,0.1,.,1,-13,-14,-0.9
Cc1ccnc(NC(=O)c2ccc([N+](=O)[O-])o2)c1,96,-4,98,0.2,-46,1,-1,14,-0.5
CCN1CCN(Cc2ccc(OCc3ccccc3)c(OC)c2)CC1,102,-6,104,0.8,0,4,4,14,1.4
O=C(NCCCn1ccnc1)c1sc2cccc(F)c2c1Cl,102,-5,107,1.5,10,3,1,-3,-0.4
COc1ccc(C2=NOC(C(=O)Nc3cccc(O)c3)C2)cc1 (configuration not stated),102,-7,102,0.3,5,-1,9,13,0.7
O=C(OCc1nc2ccccc2s1)c1ccc(Br)o1,144*,-4,134,-0.3,-3,6,-4,9,-2.0
CC(=O)Nc1ccc(NC(=O)CSc2cn(CC(=O)N3CCOCC3)c3ccccc23)cc1,103,-2,99,0.2,22,1,7,6,0.4
COc1ccc(/C=N/NC(=O)c2ccccc2)cc1CN1CCN(c2ccc(F)cc2)CC1,.,-1,.,0.5,-18,.,15,13,-0.5
Cc1cccc2[nH]c(CN(C)Cc3nc(CC4CC4)no3)nc12,101,-5,94,-0.6,40,-8,0,2,-0.2
CC1CCCN(S(=O)(=O)c2ccc(C(=O)Nc3sc4c(c3C(N)=O)CCN(C)C4)cc2)C1 (configuration not stated),99,5,106,-0.1,48,7,-22,16,0.2
Cc1cc(C)n(CC(=O)c2cccc([N+](=O)[O-])c2)n1,102,-5,101,-1.1,20,1,-3,-18,-1.0
O=[N+]([O-])c1ccc(-c2nc(Nc3cccc(O)c3)c3ccccc3n2)cc1,112,-7,146*,0.1,48,19,18,1,2.4
CC1(C2CC(C(F)(F)F)n3nc(C(=O)O)cc3N2)CC1 (configuration not stated),96,-6,102,1.0,27,1,-8,-2,1.2
Cc1ccc(S(=O)(=O)NCCNC(=O)CN2CCCC2)cc1,93,1,96,0.7,20,-5,12,23,-0.1
CCCn1c(SCC(=O)c2cc(OC)ccc2OC)nc2c1c(=O)n(C)c(=O)n2C,.,-2,.,.,10,.,0,-3,.
C/C(=N/NC(=O)NC12CC3CC(CC(C3)C1)C2)c1ccccc1,106,-5,105,1.0,20,8,-12,15,0.3
Cc1ccccc1OCCCCCn1ccnc1,101,-4,112,0.6,2,12,1,15,4.3
CN(C)/C=C(\C#N)C(=O)c1cccc(Oc2ccc(Br)cc2)c1,107,1,101,1.0,14,2,-16,-14,0.4
# (next part)
SMILES,MEKK3 PB1 HTS,GalR3 antag,MEKK2wt PB1 HTS,V1R ag counter,PHOSPHO1 inh,MEKK2 mut-MEK5,GPR7 antagonist,NALP1 inh,OXTR ag
CCCCn1c(=O)n(CC(=O)Nc2ccc(C)c(Cl)c2)c(=O)c2c1ncn2Cc1ccco1,98,-1,102,1.5,35,0,9,8,-1.9
O=C(CN1CC(=O)Oc2ccccc21)OCC(=O)c1ccc(F)cc1,52,-5,60,1.1,12,-5,1,3,-0.3
Cc1nn(Cc2ccc(F)cc2)c(Cl)c1/C=N/NC(=O)c1cccnc1,104,-2,102,1.3,-10,-2,-7,27,0.0
COC(=O)CSc1nnc(-c2ccc(S(=O)(=O)NCc3ccccc3Cl)cc2)o1,92,-3,94,6.6,-4,-5,14,-8,3.3
Cc1c(Cl)cccc1NC(=S)Nc1ccc2[nH]c(=O)[nH]c2c1,100,9,97,0.8,-5,-7,-6,.,1.5
O=C(CCC1CCCN(C(=O)c2ccc3c(c2)OCO3)C1)NCc1ccc(F)c(F)c1 (configuration not stated),101,0,94,0.7,11,-4,-7,-3,-1.2
Cc1ccc2c(CN3CCOCC3)cc(=O)oc2c1C,109,-11,107,0.3,.,7,-2,9,0.3
NS(=O)(=O)c1ccc(NC(=O)COC(=O)CCc2c[nH]c3ccccc23)cc1,103,-6,100,1.1,16,2,-5,1,0.5
Cc1cc(=O)[nH]c(SCC(=O)N(CCC#N)c2ccccc2)c1C#N,100,-8,97,0.4,4,-1,-1,2,-0.5
Cc1ccc(Cn2nc(C)c(NC(=O)c3cc(-c4ccco4)on3)c2C)cc1,.,.,.,4.0,-16,.,-5,6,1.7
NC1=NC[C@@H](Cc2ccc(O)cc2)N1CCCCC1CCCCC1,106,-4,134*,-0.9,30,12,.,.,-0.5
CCOC(=O)CSc1nc2c(sc(=S)n2Cc2ccco2)c(=O)n1-c1ccc(F)cc1,102,-3,97,0.1,-23,4,3,-1,-1.4

# Already shown: two of the compounds above.
SMILES,MEKK3 PB1 HTS,GalR3 antag,MEKK2wt PB1 HTS,V1R ag counter,PHOSPHO1 inh,MEKK2 mut-MEK5,GPR7 antagonist,NALP1 inh,OXTR ag
NC1=NC[C@@H](Cc2ccc(O)cc2)N1CCCCC1CCCCC1,106,-4,134*,-0.9,30,12,.,.,-0.5
CCOC(=O)CSc1nc2c(sc(=S)n2Cc2ccco2)c(=O)n1-c1ccc(F)cc1,102,-3,97,0.1,-23,4,3,-1,-1.4

# Part of the list above in order of SMILES length, rising.
SMILES,MEKK3 PB1 HTS,GalR3 antag,MEKK2wt PB1 HTS,V1R ag counter,PHOSPHO1 inh,MEKK2 mut-MEK5,GPR7 antagonist,NALP1 inh,OXTR ag
Cc1ccccc1OCCCCCn1ccnc1,101,-4,112,0.6,2,12,1,15,4.3
Cc1ccc2c(CN3CCOCC3)cc(=O)oc2c1C,109,-11,107,0.3,.,7,-2,9,0.3
Cc1ccc(S(=O)(=O)NCCNC(=O)CN2CCCC2)cc1,93,1,96,0.7,20,-5,12,23,-0.1
NC1=NC[C@@H](Cc2ccc(O)cc2)N1CCCCC1CCCCC1,106,-4,134*,-0.9,30,12,.,.,-0.5
O=C(CN1CC(=O)Oc2ccccc21)OCC(=O)c1ccc(F)cc1,52,-5,60,1.1,12,-5,1,3,-0.3
C/C(=N/NC(=O)NC12CC3CC(CC(C3)C1)C2)c1ccccc1,106,-5,105,1.0,20,8,-12,15,0.3
Cc1cc(=O)[nH]c(SCC(=O)N(CCC#N)c2ccccc2)c1C#N,100,-8,97,0.4,4,-1,-1,2,-0.5
Cc1nn(Cc2ccc(F)cc2)c(Cl)c1/C=N/NC(=O)c1cccnc1,104,-2,102,1.3,-10,-2,-7,27,0.0
Cc1ccc(Cn2nc(C)c(NC(=O)c3cc(-c4ccco4)on3)c2C)cc1,.,.,.,4.0,-16,.,-5,6,1.7
COC(=O)CSc1nnc(-c2ccc(S(=O)(=O)NCc3ccccc3Cl)cc2)o1,92,-3,94,6.6,-4,-5,14,-8,3.3
CCCn1c(SCC(=O)c2cc(OC)ccc2OC)nc2c1c(=O)n(C)c(=O)n2C,.,-2,.,.,10,.,0,-3,.
CCOC(=O)CSc1nc2c(sc(=S)n2Cc2ccco2)c(=O)n1-c1ccc(F)cc1,102,-3,97,0.1,-23,4,3,-1,-1.4
CCCCn1c(=O)n(CC(=O)Nc2ccc(C)c(Cl)c2)c(=O)c2c1ncn2Cc1ccco1,98,-1,102,1.5,35,0,9,8,-1.9

# Rows are unselected; any-hit rate near 5.4%.
